# Screening data (PubChem)
# CHT PAM = CHT positive allosteric modulators, primary screen, cell-based, membrane potential dye, choline EC20. High affinity choline transporter 1 (Homo sapiens), Q9GZV3. CHT-expressing cells; hits give high values; LV-AA mutant CHT in HEK293 cells. B-score at 10 µM. 310,000 tested, 0.49% active. AID 488977, 2010;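 active = initial fluorescence not abnormally high and integrated response B-score, plate-corrected, over 3 SD above library mean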
# Target sequence (Q9GZV3 whole entry, looked up): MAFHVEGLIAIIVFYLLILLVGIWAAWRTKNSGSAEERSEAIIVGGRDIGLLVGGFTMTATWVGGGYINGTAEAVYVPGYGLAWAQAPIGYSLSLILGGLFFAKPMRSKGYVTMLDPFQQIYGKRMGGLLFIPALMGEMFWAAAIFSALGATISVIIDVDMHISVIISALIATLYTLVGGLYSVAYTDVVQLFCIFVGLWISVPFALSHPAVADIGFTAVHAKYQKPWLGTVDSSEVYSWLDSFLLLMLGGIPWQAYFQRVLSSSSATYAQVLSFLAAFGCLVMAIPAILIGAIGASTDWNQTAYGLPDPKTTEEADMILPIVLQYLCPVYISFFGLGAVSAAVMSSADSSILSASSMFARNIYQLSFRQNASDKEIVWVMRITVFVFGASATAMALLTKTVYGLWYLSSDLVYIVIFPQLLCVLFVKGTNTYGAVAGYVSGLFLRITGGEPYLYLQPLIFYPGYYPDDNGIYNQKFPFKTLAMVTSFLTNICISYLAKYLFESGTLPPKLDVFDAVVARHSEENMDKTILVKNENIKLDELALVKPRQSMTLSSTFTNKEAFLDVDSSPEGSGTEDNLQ
# OX1R antag = OX1R (HCRTR1) antagonists, primary screen, fluorescence, CHO/OX1R cells, Fluo-8 calcium, orexin A | Orexin/Hypocretin receptor type 1 (Homo sapiens), O43613 | Fluo-8 calcium fluorescence | inhibition, % at 5 µM | 330,000 tested, 0.43% active | AID 434989, 2010;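 active = inhibition above its plate's threshold, mean inhibition of all tested compounds on the plate plus 3 SD, cut at about 37% in these data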;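 note: 0% = orexin A challenge wells and 100% = SB-334867-A antagonist wells; not every result past the cut was called active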
# Target sequence (O43613 whole entry, looked up): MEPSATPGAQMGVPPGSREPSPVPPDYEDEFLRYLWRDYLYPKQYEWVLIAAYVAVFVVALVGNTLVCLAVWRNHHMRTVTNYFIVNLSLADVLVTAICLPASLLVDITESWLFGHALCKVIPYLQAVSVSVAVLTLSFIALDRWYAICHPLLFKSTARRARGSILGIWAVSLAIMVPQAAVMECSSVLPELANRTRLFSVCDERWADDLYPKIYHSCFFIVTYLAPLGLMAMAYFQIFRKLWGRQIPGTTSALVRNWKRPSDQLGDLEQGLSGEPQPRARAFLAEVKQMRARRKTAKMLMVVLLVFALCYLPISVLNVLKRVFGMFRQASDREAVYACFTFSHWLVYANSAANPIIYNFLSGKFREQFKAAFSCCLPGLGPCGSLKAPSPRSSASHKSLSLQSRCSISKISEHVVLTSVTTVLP
# The depositor's hits bear a star; i = inactive; x = no result given.
SMILES,CHT PAM,OX1R antag
Cc1cc(C)cc(NC(=O)C(c2ccccc2)N2CCN(CC(=O)NC3CC3)CC2)c1 (configuration not stated),x,-15.2
CN1C(=O)CC(N2CCN(C(c3ccccc3)c3ccccc3)CC2)C1=O (configuration not stated),i,-0.8
Cc1ccc2nc(-c3ccncc3)c(NC3CCCCC3)n2c1,i,-14.1
CCCCN1C(=O)c2ccc(C(=O)OCC(=O)NCCc3ccc(S(N)(=O)=O)cc3)cc2C1=O,x,2.7
COc1ccc(N2C(=O)CC(n3c(CCCCO)nc4ccccc43)C2=O)cc1 (configuration not stated),i,-22.1
CN1C2CCC1CC(N(CCc1ccccc1)C(=O)c1ccc(Cl)cc1)C2 (configuration not stated),i,-22.8
Cc1cnc(NC(=O)[C@H](C)N2C(=O)C3CCCCC3C2=O)s1 (some centres not stated),i,-11.1
Cc1nnc(Oc2ccccc2F)c2ccccc12,i,-24.7
CN(C)C(=O)CSc1nnc(-c2cnccn2)n1C,i,-7.3
O=C1NC(=O)C(Nc2cccc3ccccc23)S1 (configuration not stated),i,-4.3
CCNC(=S)N(CCc1c(C)[nH]c2ccc(C)cc12)Cc1cccnc1,i,-20.6
O=C(CS(=O)(=O)c1ccccc1)NCc1ccco1,i,-23.6
CCn1ncc(Br)c1C(=O)Nc1ccc(F)c([N+](=O)[O-])c1,i,-16.6
Fc1cccc(Oc2nc3ccccc3n3cccc23)c1,i,-2.2
CCOc1ccc(C2C=C(c3ccccc3)Nc3nnnn32)cc1 (configuration not stated),i,-19.3
COc1ccc(NC(=O)/C=C/c2cc(OC)c(OC)c(OC)c2)cn1,i,-5.3
COc1ccc(NC(=O)Cn2c(=O)oc3cc(Cl)ccc32)c(OC)c1,i,-10.3
O=C(Nc1ccc(F)cc1)N1CCN(c2ccc(F)cc2)CC1,i,-6.6
CCOc1ccc(Cn2nnc(C(=O)Nc3ccc(OC)cc3OC)c2N)cc1,i,6.1
Cc1c(OC(C)C(=O)NCc2ccccn2)ccc2c3c(c(=O)oc12)CCCC3 (configuration not stated),i,-14.0
O=C(c1ccco1)N1CCN(Cc2cc(=O)c(OCc3ccc(F)cc3)co2)CC1,i,-7.3
Cc1c(C(=O)N2CCCCC2)c(S(=O)(=O)NCc2ccc(N(C)C)cc2)c(C)n1C,i,-19.3
O=C(Nc1ccccc1C(=O)O)c1ccc(CN2C(=O)c3ccccc3C2=O)cc1,i,0.7
CC(=O)c1ccc(-n2nnnc2SCC(=O)N2CCN(C(=O)c3ccco3)CC2)cc1,i,-10.1
CC(=O)OCc1c(C(F)(F)F)nn(C)c1Oc1cccc(C(F)(F)F)c1,i,-9.2
COc1cc(OC)c(NC(C)C(=O)N2CCCC2)cc1Cl (configuration not stated),i,-15.4
Cc1ccc(NC(=O)Nc2ccc3c(c2)CCC3)c(C)c1,i,x
N=c1c(C(=O)NCC2CCCO2)cc2c(=O)n3ccccc3nc2n1Cc1ccccc1Cl (configuration not stated),i,-3.6
COCCCNC(=O)CC1C[C@H](C(=O)N2CCOCC2)[C@@]2(C)c3[nH]c4ccc(OC)cc4c3CCN2C1=O (some centres not stated),x,-0.7
Cc1ccc(Cn2c(C(C)Nc3nc(-c4ccc(F)cc4)cs3)nc3cc(C(F)(F)F)ccc32)cc1 (configuration not stated),i,-26.9
CN(NC1OC(=O)c2ccccc21)c1c([N+](=O)[O-])cc(C(F)(F)F)cc1[N+](=O)[O-] (configuration not stated),i,-16.1
COc1ccccc1N1N=C(c2cccs2)CC1c1ccccc1 (configuration not stated),i,-21.8
Cc1ccc(OCC(=O)Sc2ccc(C)cc2)cc1,i,-3.8
O=C(COC(=O)c1ccco1)Nc1nc2ccc([N+](=O)[O-])cc2s1,i,-4.2
CCOC(=O)Cc1c(C)nc(Cc2ccc(OC(C)C)cc2)[nH]c1=O,i,-19.8
CCOC(=O)c1sc2nc(CSc3nc4ccccc4n3CC)[nH]c(=O)c2c1C,i,-29.1
O=C(/C=C/c1ccccc1)Nc1cccc(C(=O)O)c1,i,-10.9
Cc1ccc2nsnc2c1S(=O)(=O)N1CCCC1,i,-5.6
N#Cc1c(-n2cccc2C=O)sc2c1CCCC2,i,4.2
Cc1ccc(NS(=O)(=O)c2ccc3c(c2)oc(=O)n3C)c(C)c1,i,x
Cc1ccccc1CC1(CO)CCCN(C(=O)c2ccc(F)cc2)C1 (configuration not stated),i,-23.8
CCOC(=O)C1CCN(C(=O)c2ccc(S(=O)(=O)Nc3ccccc3OC)cc2)CC1,x,-0.4
Cc1ccc(S(=O)(=O)N2CCCC(C(=O)NNCC(=O)Nc3cc(F)ccc3F)C2)cc1 (configuration not stated),i,-20.4
COc1cccc(COC(=O)C2CCN(S(=O)(=O)c3ccc(C)cc3)CC2)c1OC,i,-10.3
CCN(CC)P(=O)(Nc1ccc(Br)cc1)c1c(C)nn(CCC#N)c1NC(=O)c1ccc(Cl)cc1 (configuration not stated),i,-24.1
CC(=O)Nc1nc(SCC(=O)NCc2ccc(F)cc2)[nH]c(=O)c1NC(=O)c1cccs1,i,-0.3
CCOC(=O)c1[nH]c2c(c1-c1ccccc1)C(=O)CC(c1ccc(OCC)cc1)C2 (configuration not stated),i,1.1
Cc1ccc(C)c(NC(=O)CSc2nnc(CNC(=O)c3cccs3)o2)c1,i,1.7
CCC(C)c1ccccc1N1CC(C(=O)N(C)CC(=O)Nc2cccc(F)c2)CC1=O (configuration not stated),i,-19.5
COc1cc([N+](=O)[O-])cc(/C=N/NC(=O)Cn2nc(C)cc2C)c1O,i,-0.8
COc1ccc(C(=O)CSc2nnc(-c3cccnc3)n2Cc2ccco2)cc1,i,-30.8
CCOc1cc(C(=O)N2CCCC2)cc(OCC)c1OCC,i,-17.4
C=C(C)Cn1c(CCCNC(=O)C(C)(C)C)nc2ccccc21,i,-27.7
Cc1ccc(NC(=O)CCSc2ccccn2)cc1,i,-4.8
CC(=O)Nc1ccc(S(=O)(=O)NC(C)C(=O)NCC(c2ccco2)N2CCCCC2)cc1 (configuration not stated),x,-12.2
Cc1nnsc1C(=O)NC(C)c1ccccc1 (configuration not stated),i,0.6
COCc1nnc(NC(=O)c2sc3ccccc3c2Cl)s1,i,-8.7
O=C(NCc1ccco1)c1sc(=S)n2c1[nH]c(=O)c1ccccc12,i,8.1
Cc1ccc(CNC(=O)Cc2cn(C)c3ccccc23)cc1,i,-9.4
Fc1cccc(-n2ncc(-c3nnnn3-c3ccccc3)c2C(F)(F)F)c1,i,-3.2

# In a second layout: entries from further up.
canonical_smiles: Cc1ccc(NC(=O)CCSc2ccccn2)cc1
  CHT PAM: i
  OX1R antag: -4.8
canonical_smiles: COc1cc([N+](=O)[O-])cc(/C=N/NC(=O)Cn2nc(C)cc2C)c1O
  CHT PAM: i
  OX1R antag: -0.8

# The list goes on:
SMILES,CHT PAM,OX1R antag
Cc1ccc2c(C)c(C(=O)Nc3ccc(S(N)(=O)=O)cc3)oc2c1C,i,3.7
COc1cc(/C=N/N2CCN(C3c4ccccc4-c4ccccc43)CC2)cc(OC)c1OC,i,-13.4
CC(C)(C)c1ccc(C(=O)Nc2ccc(S(=O)(=O)Nc3cnc4ccccc4n3)cc2)cc1,i,-21.1
COc1ccccc1NC(=S)NC(=O)c1ccc(Cn2cc(Br)cn2)cc1,i,-0.8
COc1ccc(C(=O)c2coc3c2C(=O)C(=O)c2ccccc2-3)cc1,i,-14.5
Cc1ccc(-c2[nH]ncc2CNCCc2cnn(-c3ccccc3)c2)cc1C,i,-15.6
CCOc1ccc(S(=O)(=O)N2CCC(C(=O)NCc3ccncc3)CC2)cc1,i,-0.3
Cc1ccc([N+](=O)[O-])cc1N/C=C/C(=O)c1ccco1,i,-11.3
NC(=O)C1CCN(C(=O)CN(c2ccc3c(c2)OCCO3)S(=O)(=O)c2ccccc2)CC1,i,2.0
CCCn1c2ccccc2c2cnn(CC(=O)NCCCN3CCCC(C)C3)c(=O)c21 (configuration not stated),i,-18.1
CCOc1ccccc1N1CCN(C(=O)c2ccccc2OCc2c(C)noc2C)CC1,x,-6.2
O=C(CSc1nc2[nH]ncc2c(=O)[nH]1)c1ccc(Cl)cc1,i,-14.3
Cc1ccc2[nH]c(-c3cccc(N)c3)cc2c1,i,-10.2
OC(COc1ccccc1)CN1CCC(Cc2ccccc2)CC1 (configuration not stated),i,-42.1
CCOc1cc(/C=C2\SC(=O)N=C2N)ccc1O,i,-30.6
CCC(=O)c1ccc(OCC(=O)OCC(=O)Nc2ccc3c(c2)OCCO3)cc1,x,-17.7
Cc1sc2ncnc(NCCCO)c2c1C,i,-47.0
CCCn1nnc(NC(=O)c2ccccc2Br)n1,i,-11.4
Cc1ccccc1OCC1CNC(=O)O1 (configuration not stated),i,-1.2
CCC(NC(=O)CCc1c(C)c2cc3c4c(oc3cc2oc1=O)CCCC4)C(=O)O (configuration not stated),i,-14.1

# Entries shown so far with a Cl atom (seven):
SMILES,CHT PAM,OX1R antag
CN1C2CCC1CC(N(CCc1ccccc1)C(=O)c1ccc(Cl)cc1)C2 (configuration not stated),i,-22.8
COc1ccc(NC(=O)Cn2c(=O)oc3cc(Cl)ccc32)c(OC)c1,i,-10.3
COc1cc(OC)c(NC(C)C(=O)N2CCCC2)cc1Cl (configuration not stated),i,-15.4
N=c1c(C(=O)NCC2CCCO2)cc2c(=O)n3ccccc3nc2n1Cc1ccccc1Cl (configuration not stated),i,-3.6
CCN(CC)P(=O)(Nc1ccc(Br)cc1)c1c(C)nn(CCC#N)c1NC(=O)c1ccc(Cl)cc1 (configuration not stated),i,-24.1
COCc1nnc(NC(=O)c2sc3ccccc3c2Cl)s1,i,-8.7
O=C(CSc1nc2[nH]ncc2c(=O)[nH]1)c1ccc(Cl)cc1,i,-14.3

# (continued)
SMILES,CHT PAM,OX1R antag
CCOc1ccccc1CNS(=O)(=O)c1ccc2c(c1)oc(=O)n2C,i,-13.0
COc1cc(OC)cc(-c2c(-c3ccc(F)cc3)c3cc(-c4ccc(SC)cc4)ccc3n2C)c1,x,-1.5
CC(C)CC(=O)NC(=S)N1CCN(c2ccc([N+](=O)[O-])cc2Cl)CC1,i,-33.6
COc1cc(OC)cc(C(=O)NCc2cccnc2)c1,i,-9.9
Oc1ccccc1/C=N/Nc1cc(N2CCCC2)nc(N2CCCC2)n1,i,-10.8
Cn1c(SCC(=O)Nc2ccc(F)cc2F)nnc1-c1cccnc1,i,-8.1
CCN(CC)CCN(Cc1cc2ccc(C)cc2[nH]c1=O)C(=S)Nc1ccccc1C(=O)OC,i,-17.4
O=C(NC1CCN(C(=O)Nc2ccccc2)CC1)C1CCCCC1,i,-3.9
COC(=O)c1c(C)[nH]c(C(C)=O)c1C,i,-26.6
CCOC(=O)/C(C#N)=C/c1cn(CCOc2ccccc2)c2ccccc12,i,-26.6
O=C(COC(=O)Cc1ccc(-c2ccccc2)cc1)NCc1ccc(F)cc1,i,-29.1
CCOc1cc(N2CCOCC2)c(OCC)cc1NC(=O)c1cnccn1,x,-9.5
COC(=O)Nc1ccc2c(c1)N(C(=O)CCCl)c1ccccc1S2,i,x
CCOC(=O)CCc1c(C)n(CC)c2cc(-c3ccccc3OC)nn2c1=O,i,-10.0
CC12CCC(C1)C(C)(C)C2NS(=O)(=O)c1ccc(F)cc1 (configuration not stated),x,-1.6
O=C(N/N=C/c1c[nH]c2ccc(Br)cc12)c1ccc2c(c1)OCO2,i,0.1
Cc1nnc(NC(=O)CSc2nnc(Cc3ccccc3)n2-c2ccccc2)s1,i,-21.4
Cc1ccc(-c2nc(C)sc2CC(=O)OCC(=O)Nc2ccc(F)c(Cl)c2)cc1,i,-22.3
COc1ccc2[nH]c3nc(SCC(=O)NC4CC4)nnc3c2c1,i,-27.1
COc1cccc(CNC(=O)Cc2csc(NC(=O)Nc3ccccc3OC)n2)c1,i,-19.6
Cc1ccc(C)c(OCCCN2CCc3ccccc3C2)c1,i,-31.9
Cc1cccc(C)c1OCc1cc(C(=O)NCC2CCCCC2)no1,i,-13.5
CCN(CC)S(=O)(=O)c1ccc2c(c1)c(=O)c(C(=O)N1CCN(c3ccccn3)CC1)cn2C,i,10.7
CCOc1cc(/C=C(\C#N)c2nc3ccccc3[nH]2)ccc1OC(C)C(=O)O (configuration not stated),i,-13.6
COc1ccc(C2/C=C\CN(C(=O)c3ccccc3)CC(=O)N2Cc2ccc(F)cc2)cc1 (configuration not stated),x,-31.6
CCOCCCN1C(=O)C2C(C(=O)Nc3ccc(OCC)cc3)C3C=CC2(O3)C1C(=O)NC1CCCCC1 (configuration not stated),i,-6.8
OCCC1CN(Cc2cccc3nccnc23)CCN1C1CCCC1 (configuration not stated),i,-26.7
Cc1cccc(NC(=O)Cn2c(=O)n(CCC(=O)NC3CCCC3)c(=O)c3ccccc32)c1,i,-11.1
CCc1noc(C)c1C(=O)NNC(=O)c1cc(OC)c(OC)c(OC)c1,i,-4.0
CCn1cc(/C=C(\NC(=O)c2ccccc2Cl)C(=O)N2CCOCC2)c2ccccc21,i,-14.0
COc1ccc(S(=O)(=O)n2[nH]c(=O)c(CCO)c2C)cc1,i,0.3
COCCn1c(N2CCN(c3ccc(OC)cc3)CC2)nc2c1c(=O)[nH]c(=O)n2C,i,1.6
Cn1c(Cn2c(=O)sc3ccccc32)nnc1SCC(=O)N1CCCCCC1,i,-15.1
O=C(NCCCc1nc2ccccc2[nH]1)c1ccc(F)cc1,i,-7.6
CC12CCC(C(=O)n3c1nc1ccccc13)C2(C)C (configuration not stated),i,-10.4
Cn1c(Cc2ccccc2)nnc1SCC(=O)NC1CCCC1,i,-12.8
Cc1ccc(Nc2nc(N)c([N+](=O)[O-])c(NCc3ccccc3)n2)cc1,i,-48.4
CC1(c2nnc(-c3cccc(Cl)c3)o2)CC(c2cccc(F)c2)=NO1 (configuration not stated),i,-31.1
NC(=S)Cc1ccccc1Cl,i,-5.9

# An unsorted share of the library; 0.83% or so of the library scored in one or more.
